RGS4 block: human RGS4 inhibition; P49798; HEK293 M3R/RGS4 inducible, Fluo-4 calcium flux; active compounds read high; triggered by carbachol at its EC20; B-score at 10 µM; 310,000 tested, 0.45% active;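 active = B-score, a plate-corrected calcium signal, over three deviations above library mean, with baseline fluorescence within five deviations of library mean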;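 also: RGS4 expression induced by doxycycline in cells with stable M3 receptor; B-score is computed from the integrated fluorescence ratio over baseline after carbachol; higher B-score means a larger calcium signal and so more RGS4 inhibition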
MrgX1 ag: agonists of human MrgX1 receptor; 310,000 tested, 0.44% active; B-score at 10 µM; AID 588627; Q96LB2; MrgX1-HEK293 cells, Fluo-4 calcium fluorescence, agonist mode; active compounds read high;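 active = calcium response B-score plate-corrected fluorescence ratio at least 3 library SD, with starting fluorescence B-score inside 5 SD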
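Test system: HEK293 cells stably expressing human MrgX1 receptor; amount: 15,000 cells per well; doses: compound delivered in addition one of three; times: overnight plating before 1 h dye loading; detection: Fluo-4 NW calcium-flux fluorescence, kinetic read; read-out basis: B-scored fluorescence response ratio; controls: positive and negative controls per plate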
TRPC4 inh: TRPC4 (mouse) channel inhibition; Q9QUQ5; HEK293 TRPC4beta/mu-opioid, DAMGO-evoked Fluo4 calcium flux; active compounds read low; B-score at 10 µM; 300,000 tested, 0.39% active;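 active = B-score over 3 SD under the library average, no early fluorescence shift, positive overall ratio signal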
Target sequence (Q9QUQ5 whole entry, looked up): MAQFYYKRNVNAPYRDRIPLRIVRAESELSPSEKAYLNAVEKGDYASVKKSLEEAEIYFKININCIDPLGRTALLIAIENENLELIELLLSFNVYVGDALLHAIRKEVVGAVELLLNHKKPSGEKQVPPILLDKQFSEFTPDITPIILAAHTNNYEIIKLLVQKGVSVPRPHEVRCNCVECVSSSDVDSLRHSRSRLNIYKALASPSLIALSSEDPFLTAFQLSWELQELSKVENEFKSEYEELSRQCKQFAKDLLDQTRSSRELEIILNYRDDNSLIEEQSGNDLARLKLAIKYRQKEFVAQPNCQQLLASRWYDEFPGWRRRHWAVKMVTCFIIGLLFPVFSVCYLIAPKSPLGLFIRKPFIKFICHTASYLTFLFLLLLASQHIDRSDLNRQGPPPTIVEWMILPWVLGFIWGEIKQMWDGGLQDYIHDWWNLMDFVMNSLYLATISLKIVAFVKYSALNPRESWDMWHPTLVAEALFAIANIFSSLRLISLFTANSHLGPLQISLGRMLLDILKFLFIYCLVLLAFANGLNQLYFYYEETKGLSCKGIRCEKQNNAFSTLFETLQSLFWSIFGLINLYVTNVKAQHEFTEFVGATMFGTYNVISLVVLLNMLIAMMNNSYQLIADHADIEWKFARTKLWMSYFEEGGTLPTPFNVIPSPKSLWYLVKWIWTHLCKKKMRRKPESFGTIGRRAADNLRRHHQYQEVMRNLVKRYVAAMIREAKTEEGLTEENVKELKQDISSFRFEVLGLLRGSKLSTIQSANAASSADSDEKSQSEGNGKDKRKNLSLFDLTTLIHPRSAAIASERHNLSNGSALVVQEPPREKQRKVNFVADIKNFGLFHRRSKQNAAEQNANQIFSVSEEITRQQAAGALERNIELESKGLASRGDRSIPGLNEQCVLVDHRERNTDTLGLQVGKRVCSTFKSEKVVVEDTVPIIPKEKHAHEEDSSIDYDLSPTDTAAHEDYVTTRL
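Assay system: HEK293 cells with stable TRPC4beta plus mu-opioid receptor expression; Probe or stimulus: DAMGO in two steps, submaximal then maximal; Dosing: single-point compound dosing; Measured by: Fluo4 calcium-dye fluorescence, kinetic read; Read-out basis: B score from integrated Fluo4 fluorescence ratio.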
TRPC6 activator: mouse TRPC6 channel activation; HEK293-TRPC6 membrane potential dye fluorescence; active compounds read high; B-score at 10 µM; 310,000 tested, 0.13% active; AID 2550;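 active = B-score of the integrated fluorescence ratio above library mean plus 3 SD, and starting fluorescence ratio within library mean plus 5 SD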;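 also: higher score means more depolarization so channel activation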
HIF act: HIF pathway transcriptional activation; U2OS HRE-luciferase reporter, luminescence; normalized: DMSO 0%, desferrioxamine 100%; activation, % at 7.5 µM (by protocol); 300,000 tested, 0.32% active; AID 1910;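 active = mean activation of at least 10% of the iron chelator positive control signal, with at least half of replicates also reaching 10%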
RGS4 act: potentiators or activators of RGS4. HEK293 M3R/inducible RGS4, carbachol calcium flux Fluo4; active compounds read low. B-score at 10 µM. 310,000 tested, 0.92% active;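 active = B-score of the integrated calcium signal more than 4 SD below the library mean, with starting fluorescence not abnormally high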;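 also: negative B-score means reduced calcium response which marks RGS4 activation or potentiation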
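test system = M3R-expressing HEK293 line, RGS4 induced by doxycycline | probe or stimulus = carbachol at ECmax as muscarinic agonist stimulus | timing = dye loading 30 min 37 °C, buffer rest 30 min RT | signal = calcium dye Fluo4 fluorescence | evaluation = B score from integrated fluorescence ratio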
SKKanGAS inh: blocks kanamycin growth of S. pyogenes SKKanGAS strain; AID 1662; inhibition, % at 7.5 µM; BacTiter-Glo, 6 h; 300,000 tested, 1.3% active;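 active = mean replicate score, as percent of positive control median, at least 50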;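 also: strain carries kanamycin resistance gene driven by streptokinase promoter and grows in 40 µg/ml kanamycin; loss of luminescence reflects streptokinase promoter inhibition or plain growth inhibition; 0% = median of DMSO wells and 100% = positive control at its reference dose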
TRPC6 inh: mouse TRPC6 channel inhibition; 310,000 tested, 1.1% active; B-score at 10 µM; Q61143; HEK293-TRPC6, membrane potential dye, ACh-evoked depolarization; active compounds read low;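 active = B-score under library mean minus 3 SD, initial fluorescence not abnormally high, positive integrated signal ratio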;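 also: B-score derived from integrated fluorescence ratio over the kinetic read; more negative B-score means stronger inhibition of depolarization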
MrgX1 antag: human MrgX1 receptor antagonism, primary screen; Q96LB2; B-score at 10 µM; 310,000 tested, 1.3% active; AID 588676; MRGX1-HEK293 calcium flux, Fluo-4, BAM8-22 antagonism; active compounds read low;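 active = calcium-response B-score plate-corrected more than 3 library SD below zero, starting fluorescence within 5 deviations, no agonist response on first addition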;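 also: peak minus trough fluorescence over baseline after final BAM8-22 challenge near maximal dose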
Platelet DG rel: modulates dense granule release in human platelets | human platelet-rich plasma, SFLLRN dense granule ATP release, luminescence | inhibition, %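 (compounds screened at 7.5 µM in platelet-rich plasma)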 | 300,000 tested, 0.22% active | AID 1663;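 active = mean replicate score, as percent of positive control, at or above 50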
MrgX1 allo act: allosterically activates human MrgX1 receptor signaling. Q96LB2. MrgX1-HEK293, Fluo-4 calcium flux, FDSS; active compounds read high. B-score at 10 µM. 310,000 tested, 0.63% active. AID 588675;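 active = plate-corrected calcium response at least 3 library SD above typical, normal starting fluorescence, not activating the receptor alone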;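 also: compound read alongside a low EC10 to EC30 dose of BAM8-22 agonist; peak minus trough fluorescence over baseline measured at the second addition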
* = called active by the depositor; i = inactive; . = not tested or not shown. Rows are unselected; overall some 6.1% were active at least once.

Second line of a record: MrgX1 antag | TRPC6 activator | RGS4 act | MrgX1 allo act | TRPC6 inh | SKKanGAS inh | HIF act | MrgX1 ag | Platelet DG rel | TRPC4 inh | RGS4 block
COc1ccnc(N=CNOCc2cccc(C(F)(F)F)c2)c1C#N
  i | i | i | i | i | -6.4 | 1.6 | i | 8.5 | i | i
CC1CCCCN1C(=O)c1c([N+](=O)[O-])cnn1C (centres undefined)
  -9.18* | i | i | i | i | -10.3 | -0.1 | i | -12.9 | i | i
CCOC(=O)C(NC(=O)c1cccc(Cl)c1)(Nc1nnc(C)s1)C(F)(F)F (centres undefined)
  i | i | i | i | i | -1.6 | 0.5 | i | 0.7 | i | i
CCc1cc2c(SCC(=O)C(C#N)=C3N(C)c4ccccc4N3C)ncnc2s1
  i | i | i | i | i | 0.6 | . | i | . | i | i
COc1ccccc1-n1c(SCC(=O)O)nnc1-c1ccc(S(=O)(=O)N2CCCCC2)cc1
  i | i | i | i | i | 1.7 | -0.4 | i | 1.7 | i | i
CCOc1cc(C2NN=C(c3ccccc3)S2)ccc1OCc1ccc(F)cc1 (centres undefined)
  i | i | i | i | i | -2.9 | 2.3 | i | 9.4 | i | i
Cc1ccc(S(=O)(=O)N[C@H](C(=O)N2CCC(C(=O)N[C@@H](CC(=O)O)C(=O)O)CC2)C(C)C)cc1
  i | i | i | i | i | 3.0 | -0.1 | i | -1.2 | i | i
OCn1c2ccccc2c2ccccc21
  i | i | i | i | i | -3.0 | -1.2 | i | 2.6 | i | i
COc1cccc(-c2nc3ccc([N+](=O)[O-])cc3o2)c1
  i | i | i | i | i | -1.3 | 1.4 | i | 11.8 | i | i
O=C(CCCN1C(=O)/C(=C\c2ccccc2)SC1=S)Nc1ccc(O)cc1
  i | i | i | i | i | -3.0 | -0.6 | i | -8.9 | i | i
Cc1nn(-c2ccccc2)c(N)c1C(c1ccccc1)c1c(C)nn(-c2ccccc2)c1N
  i | i | i | i | i | 4.4 | -0.4 | i | -15.8 | i | i
C=CCn1c(=NC(=O)C2CCCCC2)sc2cc(NC(C)=O)ccc21
  i | i | i | i | i | -4.5 | 0.0 | i | -28.7 | i | i
Cc1cccc(NC(=S)NC23CN4CN(CN(C4)C2)C3)c1C
  i | i | i | i | i | -2.5 | -0.3 | i | 6.1 | i | i
CC1CCN(CC(=O)N2c3ccccc3CC2C)CC1 (centres undefined)
  i | i | i | i | i | 2.2 | -0.5 | i | 9.1 | i | i
CC(C)N1CCN(Cc2cccc3nonc23)CC1CCO (centres undefined)
  i | i | i | i | i | 5.0 | 0.2 | i | 2.2 | i | i
COC(=O)COc1cccc(-n2cnnn2)c1
  i | i | i | i | i | -2.9 | 0.1 | i | -0.1 | i | i
COC1CCN(C(=O)c2cc(COc3ccc(-n4cncn4)cc3)on2)CC1
  i | i | i | i | i | -0.8 | -0.2 | i | 2.7 | i | i
O=C(/C=C/c1cccc([N+](=O)[O-])c1)n1cnc2ccccc21
  . | i | i | . | i | -1.3 | 1.8 | . | 11.9 | i | 7.92*
COc1ccc(CC(=O)NCc2ccc3c(c2)OCO3)cc1
  i | i | i | i | i | 1.7 | -0.2 | i | -2.4 | i | i
COc1ccc2ccccc2c1-c1csc(N)n1
  i | i | i | i | i | -2.7 | 2.6 | i | 10.0 | i | i
Cc1ccc(S(=O)(=O)NN2C(=O)/C(=C/c3ccc(C(=O)O)cc3)SC2=S)cc1
  i | i | i | i | i | 6.8 | -12.1 | i | 4.2 | i | i
COC(=O)c1ccc(NC(=O)c2ccc(CN3CCOCC3)cc2)cc1
  i | i | i | i | i | -3.8 | 0.1 | i | 1.3 | i | i
O=C1C2C3C=CC(C3)C2C(=O)N1c1ccncc1 (centres undefined)
  i | i | i | i | i | -4.6 | 0.1 | i | 40.2 | i | i
O=C(CSCc1ccc(F)cc1)N1CCN(c2ccccc2)CC1
  i | i | i | i | i | -4.2 | 1.0 | i | 7.5 | i | i
Cc1cccc(CC(=O)N2CCC(N3CCC(C(=O)N4CCOCC4)CC3)CC2)c1
  i | i | i | i | i | 0.2 | 0.1 | i | -12.3 | i | i
COc1ccc(-c2cc3c(=O)n(CC(=O)NCCCN4CCC(Cc5ccccc5)CC4)ncn3n2)cc1
  i | i | i | i | i | 1.8 | -3.1 | i | -9.6 | i | i
COc1ccc(/C(C)=N/NC(=O)c2cccc(S(=O)(=O)N3CCCC3)c2)c(O)c1
  i | i | i | i | i | 10.8 | 33.4* | i | 3.1 | i | i
O=C1CC(N2CCN(c3nc4ccccc4s3)CC2)C(=O)N1c1ccc(F)cc1 (centres undefined)
  i | i | i | i | i | -3.4 | 0.0 | i | -0.7 | i | i
CO/N=C/NC(=O)c1c(OC)ccnc1Oc1cccc(C(F)(F)F)c1
  i | i | i | i | i | 1.6 | 0.6 | i | -18.7 | i | i
Cc1cc(C)n2c(nc3ccccc32)c1C(=O)NN
  i | i | i | i | i | 3.3 | 0.5 | i | 11.4 | i | i
Cn1c(COc2ccc(Cl)cc2Cl)nnc1SCC(=O)NCC1CCCO1 (centres undefined)
  i | i | i | i | i | -9.0 | 0.0 | i | -0.2 | i | i
COc1ccc(CN2CC(=O)N(c3ccc(C)cc3)C2=S)cc1OC
  i | i | i | i | i | 1.6 | -0.6 | i | -0.9 | i | i
Cc1cc(C)c(C)c(S(=O)(=O)NCc2ccc(C(=O)N3CCCC3)cc2)c1C
  i | i | i | i | i | 2.6 | 0.0 | i | 1.5 | i | i
Cc1oc2cc3oc(=O)c(CCC(=O)NCCCN4CCCC4=O)c(C)c3cc2c1C
  i | i | i | i | i | -1.9 | -0.1 | i | -0.3 | i | i
CCOC(=O)c1cn(CC(=O)Nc2ccc3c(c2)OCCO3)nn1
  i | i | i | i | i | 1.4 | -0.1 | i | 1.8 | i | i
O=Cc1ccc(-c2cccc([N+](=O)[O-])c2)o1
  i | i | i | i | i | -7.1 | -1.0 | i | 0.4 | i | i
CCc1ccc(OCC(=O)NC(C)C)cc1
  i | i | i | i | i | -0.5 | 0.7 | i | 1.4 | i | i
CC1(C)Cc2noc(N)c2C(C)(C)N1OC(=O)c1scc2c1OCCO2
  i | i | i | i | i | 5.0 | -1.1 | i | . | i | i
O=[N+]([O-])c1ccc(CCn2ccnc2)cc1
  i | i | i | i | i | 6.0 | 0.3 | i | -9.7 | i | i
Cn1c(CCN2CCCC2)nc2cc(NS(=O)(=O)c3ccc(Cl)cc3)ccc21
  i | i | i | i | i | 1.8 | 2.4 | i | 14.9 | i | i
CCc1c(C)c(C#N)c2nc3ccccc3n2c1Nc1c(C)n(C)n(-c2ccccc2)c1=O
  i | i | i | i | i | -1.8 | -0.6 | i | -1.1 | i | i
Cc1cccc2cc(CN(Cc3ccco3)C(=O)c3ccco3)c(=O)[nH]c12
  i | i | i | i | i | -6.1 | 0.1 | i | -2.3 | i | i
Cc1ccc(-n2c(CSc3nc(C)cc(C)n3)nnc2SCC(=O)Nc2nccs2)cc1
  i | i | i | i | i | -14.7 | 0.1 | i | -8.7 | i | i
CCOc1nc(NCCc2ccc(OC)c(OC)c2)nc(N2CCN(c3ccc(OC)cc3)CC2)n1
  i | i | i | i | i | 42.3 | 0.2 | i | 0.2 | i | i
Cc1cc(C(F)(F)F)nn1Cc1n[nH]c(=S)n1-c1ccc(Cl)cc1
  i | i | i | i | i | -5.5 | 1.4 | i | -3.0 | i | i
Cc1ccc2cc(CN(CCN3CCCC3)C(=O)Nc3ccccc3)c(=O)[nH]c2c1C
  i | i | i | i | -4.98* | -0.6 | 0.2 | i | 2.4 | i | i
O=C(O)c1ccc2c(c1)C(c1ccccc1)OC2=O (centres undefined)
  i | i | i | i | i | -7.6 | 0.3 | i | 1.7 | i | i
CCC(=O)Nc1ccc(C(=O)N2CCN(C(=O)c3ccco3)CC2)cc1
  i | i | i | i | i | -13.0 | 0.3 | i | -4.2 | i | i
COc1ccc(N2C(=O)CC(Sc3nnc(-c4ccccc4)o3)C2=O)cc1 (centres undefined)
  i | i | i | i | i | -11.7 | -7.4 | i | 11.7 | i | i
O=C(c1cc([N+](=O)[O-])cc([N+](=O)[O-])c1)N1CCOCC1
  i | i | i | i | i | -0.5 | 0.1 | i | -0.8 | i | i

Later entries
Second line of a record: MrgX1 antag | TRPC6 activator | RGS4 act | MrgX1 allo act | TRPC6 inh | SKKanGAS inh | HIF act | MrgX1 ag | Platelet DG rel | TRPC4 inh | RGS4 block
CC1CN(S(=O)(=O)c2ccc(-c3nc4ccccc4s3)cc2)CC(C)O1 (centres undefined)
  i | i | i | i | i | -7.3 | 0.0 | i | -4.5 | i | i
O=C(Cn1c(=O)[nH]c2ccccc2c1=O)N1CCN(c2cccc(Cl)c2)CC1
  i | i | i | i | i | 3.8 | -0.1 | i | 2.4 | i | i
CCn1cc(C(=O)N2CCCC(N3CCN(c4cccc(C(F)(F)F)c4)CC3)C2)cn1 (centres undefined)
  i | i | i | i | i | -6.6 | -0.5 | i | -7.0 | i | i
CN1CCN(NC(=O)Nc2ccc([N+](=O)[O-])cc2)CC1
  i | i | i | i | i | -0.5 | 0.1 | i | -6.0 | i | i
Cn1c(NC(=O)c2cccnc2)nc2ccccc21
  i | i | i | i | i | 6.1 | 2.8 | i | 37.6 | i | i
COc1ccc(Nc2ccc(OC)cc2)cc1
  i | i | i | i | i | 1.2 | 1.3 | i | 4.4 | i | i
O=c1cc(Cc2ccccc2)[nH]c(=S)[nH]1
  -5.01* | i | i | i | i | -1.1 | 0.3 | i | 14.9 | i | i
CCCc1nnc(NC(=O)CCC(=O)N2CCCCCC2)s1
  i | i | i | i | i | -5.2 | -1.4 | i | -2.1 | i | i
COc1ccc(C)cc1NC(=O)CN1C(=O)c2cccc3cccc1c23
  i | i | i | i | i | -2.7 | -0.7 | i | -0.8 | i | i
CCOC(=O)/C(C#N)=C\c1ccc(OC)c(OC)c1
  i | i | i | i | i | -13.7 | -0.6 | i | 8.2 | i | i
Cc1ccc2c(c1)c(=O)c1c3n2CCN(C(=O)CCl)C3CC1 (centres undefined)
  i | . | . | i | . | -1.5 | 0.1 | i | 2.9 | . | .
COc1cc(/C=N/NC(=O)c2cccs2)ccc1O
  i | i | i | i | i | -0.5 | 1.7 | i | 8.2 | i | i
